RAD52 inh = blocks human RAD52 DNA annealing. inhibition, % at 18.7 µM. P43351. recombinant RAD52 DNA annealing, FRET fluorescence. actives 0.46% (n = 360,000);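 active means every replicate showing at least 50% inhibition; inconclusive means mean inhibition at least 50% but not in every replicate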
GSIS activator = GLuc luminescence reporter in INS-1E cells, primary screen for activators of glucose-dependent secretion of insulin. INS-1E GLuc reporter insulin secretion, 2-3 h. activation, % at 16.6 µM. actives 0.61% (n = 370,000). AID 743287;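 active means lowest replicate activation of at least 40%, so every replicate reaches that level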;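 further: 0% = median of neutral control wells and 100% = median of IBMX positive control wells; some compounds called inactive have numbers as strong as hits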
RAD54 branch = blocks human RAD54 Holliday junction branch migration | AID 602329 | Q92698 | inhibition, % at 10.4 µM | FAM/BHQ fluorescence | actives 0.14% (n = 360,000);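 active means mean normalized replicate activity at least 40 and at least half of replicates scoring 40 or more; inconclusive means only one of the two criteria met; inactive means mean below 40 and under half of replicates reaching 40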;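 further: 0% = median of neutral control wells and 100% = median of positive control wells; inhibitors cause a drop in the FAM fluorescence signal; in these data hits start at about 50%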
Target sequence (Q92698 whole entry, looked up): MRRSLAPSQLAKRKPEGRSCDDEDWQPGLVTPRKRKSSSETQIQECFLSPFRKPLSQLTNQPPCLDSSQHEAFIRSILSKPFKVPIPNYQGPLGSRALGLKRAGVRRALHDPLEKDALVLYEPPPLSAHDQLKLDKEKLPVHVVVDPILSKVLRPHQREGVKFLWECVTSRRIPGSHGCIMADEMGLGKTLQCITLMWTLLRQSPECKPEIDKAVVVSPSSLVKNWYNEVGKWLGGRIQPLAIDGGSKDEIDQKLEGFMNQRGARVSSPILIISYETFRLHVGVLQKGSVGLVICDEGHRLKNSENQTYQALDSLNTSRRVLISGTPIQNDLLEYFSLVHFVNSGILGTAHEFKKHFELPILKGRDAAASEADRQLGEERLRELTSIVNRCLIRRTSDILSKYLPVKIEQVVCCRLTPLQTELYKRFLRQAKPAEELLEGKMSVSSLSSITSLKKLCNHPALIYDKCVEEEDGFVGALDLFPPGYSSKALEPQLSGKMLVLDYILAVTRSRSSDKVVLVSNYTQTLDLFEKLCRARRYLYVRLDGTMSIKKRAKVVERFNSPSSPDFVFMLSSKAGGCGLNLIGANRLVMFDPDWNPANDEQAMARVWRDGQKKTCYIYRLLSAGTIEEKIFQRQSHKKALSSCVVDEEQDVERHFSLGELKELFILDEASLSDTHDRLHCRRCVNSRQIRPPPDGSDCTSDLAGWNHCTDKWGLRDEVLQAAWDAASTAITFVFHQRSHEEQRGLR
F508del corr = correctors of CFTR F508del function in bronchial epithelial cells; CFBE cells, YFP halide quenching; stimulated with forskolin plus potentiator P3; % fluorescence drop versus neutral controls; activity (quench increase), % at 7.58 µM; actives 0.36% (n = 350,000); AID 720511;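 active means mean added fluorescence quench of at least 8% versus neutral control, with both replicates also reaching 8%; inconclusive means only one of the mean or replicate conditions met; inactive means mean below 8% and not both replicates reaching 8%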;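 further: cells transiently co-express mutant CFTR-F508del with the halide-sensitive YFP; corrector assay measuring rescue of mutant channel to the surface after 24 h compound exposure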
E-sel inducer = E-selectin induction on HUVECs. HUVEC E-selectin immunofluorescence imaging; normalized: neutral wells 0, TNF-alpha wells 100. P16581. activation, % at 7.58 µM. actives 0.37% (n = 260,000);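 active means mean E-selectin-positive cell signal at least 10% of the positive control, reached in at least 60% of replicates, without over 20% cell loss; inconclusive means no rule given, readout overlaps actives, possibly toxicity-flagged; inactive means the rest, including those meeting only one limit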;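 further: in these data hits start at about 27%; measured in HUVEC primary endothelial cells; signal is the percent of cells scored E-selectin positive by PE staining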
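System: HUVEC, human umbilical vein endothelial cells; quantity: 3,000 cells/well; buffer or medium: EGM-2 medium, gelatin-coated wells; dosing: single-point compound dose; detection: immunofluorescence imaging; evaluation: % PE-positive cells; benchmarks: TNF-alpha, DMSO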
XiGFP reactiv = activators of X-chromosome reactivation in mouse fibroblasts. actives 0.055% (n = 360,000). XiGFP mouse fibroblasts, % GFP-positive cells imaging, 3 d; cells co-treated with 5-aza-dC sensitizer; scaled so ellipticine positive control = 100%. activation, % at 7.58 µM;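 active means mean normalized replicate activation at least 10% and every replicate at or above 10%; inconclusive means only one of the two criteria met; inactive means mean below 10% and not all replicates reach 10%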;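 further: 0% = median of on-plate neutral control wells and 100% = ellipticine 6 µM median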
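System: SV40-immortalized XiGFP fibroblast cells, line 68-5-11 / Incubation: 3-day compound exposure, then 15 min fixation at room temperature / Compound: single concentration per compound, delivered by pin transfer / Buffer or medium: DMEM plus 5-aza-dC sensitizer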
DENV2 CPE = protects cells from dengue virus 2 cytopathic effect. actives 1.7% (n = 350,000). CPE inhibition, % at 9.99 µM. DENV2-infected cells, cytopathic effect rescue, plate reader; in the data active means CPE inhibition above about 20%, passing the limit was not always enough; inconclusive means no clear call, values can overlap the other calls; tested in BHK-21 cells;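 further: 0% = median of neutral control wells and 100% = median of positive control wells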
CASP6 VEID inh = caspase-6 (human) enzyme inhibition | AID 686996 | purified caspase-6, Z-VEID-R110 cleavage fluorescence | actives 0.53% (n = 350,000) | inhibition, % at 12.5 µM;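 active means mean inhibition across replicates at least about 35%, with every replicate also reaching that limit, limit read from the data; inconclusive means only one of the two criteria met; inactive means neither criterion met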;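 further: 0% = median of neutral control wells and 100% = no fluorescence left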
Target sequence (P55212 24-179 limits assumed): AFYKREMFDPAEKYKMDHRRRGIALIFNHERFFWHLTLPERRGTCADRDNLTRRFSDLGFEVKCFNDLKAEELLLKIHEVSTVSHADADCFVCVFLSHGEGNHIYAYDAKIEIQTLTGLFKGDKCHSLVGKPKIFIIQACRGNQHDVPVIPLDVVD
Target sequence (P55212 194-293 limits assumed): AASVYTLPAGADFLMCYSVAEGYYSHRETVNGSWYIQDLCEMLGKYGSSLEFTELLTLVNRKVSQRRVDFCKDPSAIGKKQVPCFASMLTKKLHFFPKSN
Starred values were filed as active, the others as inactive; ? = inconclusive; nt = no result given; & = joins results of further samples.

Each structure is followed by: RAD52 inh	GSIS activator	RAD54 branch	F508del corr	E-sel inducer	XiGFP reactiv	DENV2 CPE	CASP6 VEID inh
1. COc1ccc(N=C2SC(C(=O)N3CCN(c4ccccc4)CC3)CC(=O)N2C)cc1 (stereo not given)
 : -17	nt	-2	-1.4	0.0	0.0	6	1
2. CC(=O)Cn1cnc2c(cnn2-c2ccc(F)cc2)c1=O
 : -10	-3	-1	-1.2	-0.1	1.0	-11	-1
3. CCOc1ccc(-c2c(=O)n(O)c3ccccc3[n+]2[O-])cc1
 : -10	-4	-2	-0.4	0.2	0.1	1	-3
4. O=C(CC1CC1)N[C@@H]1CC[C@@H](CCNS(=O)(=O)c2ccc(Cl)cc2)O[C@H]1CO
 : 3	1	2	-4.2	0.0	-0.5	1	0
5. C[C@H](CO)N1C[C@H](C)[C@H](CN(C)Cc2ccccn2)Oc2ncc(C#CC(C)(C)O)cc2C1=O
 : -20	13	-5	-0.6	-0.1	-0.9	-8	-1
6. N#Cc1ccccc1OCC(=O)OCCCOC(=O)COc1ccccc1C#N
 : -2	-14	-10	3.3	nt	0.2	-6	-4
7. Cc1ccc(NC(=O)Cn2ncn3c(cc4ccccc43)c2=O)c(C)c1
 : -9	21	6	0.1	nt	0.0	-4	7
8. Cc1cc(C[n+]2ncsc2N)c2ncccc2c1
 : 17	nt	9	2.1	nt	-0.3	-1	-3
9. CN(c1ccc(C(=O)N2CCN(Cc3ccccc3)CC2)cc1)S(=O)(=O)c1ccc(Cl)cc1
 : -11	-9	0	0.0	0.3	0.0	10	1
10. COc1ccc(OC)c(Nc2nc(N)c([N+](=O)[O-])c(NC3CCCCC3)n2)c1
 : 1	-3	4	-0.5	0.1	0.2	2	-3
11. O=C(NCCN1CCOCC1)/C(=C\c1ccc(F)cc1)NC(=O)c1ccccc1
 : 7	-2	2	-1.0	nt	-0.1	-2	1
12. Cc1ccc(S(=O)(=O)N[C@H]2CC[C@H](CCNS(=O)(=O)Cc3ccccc3)O[C@@H]2CO)cc1
 : -5	-8	-10	1.3	-0.5	-0.7	-3	2
13. Cc1ccc2nc(SCC(=O)Nc3ccc(Cl)cc3)nc(=O)n2c1
 : -19	-3	6	-1.0	nt	-0.1	-3	1
14. OCCOC1CCCc2oc(-c3ccccc3)c(C#CC3(O)CCCCC3)c21 (stereo not given)
 : -17	12	nt	1.7	-0.3	0.1	-2	1
15. CN1[C@@H]2c3ccc(-c4cncnc4)c(=O)n3C[C@@H]2[C@@H](CO)[C@@H]1C(=O)NC1Cc2ccccc2C1
 : 8	-4	5	nt	-0.1	0.4	0	5
16. CCOC(=O)c1ccccc1NC(=O)COC(=O)CSC(C)C(=O)Nc1cc(C)on1 (stereo not given)
 : -12	17	2	-1.4	0.0	0.2	-10	1
17. CO[C@@H]1CN(C)C(=O)c2ccc(NS(=O)(=O)c3ccc(Cl)cc3)cc2OC[C@@H](C)N(C(=O)NC(C)C)C[C@@H]1C
 : 22	-17	-7	-0.8	-0.2	0.0	-7	-3
18. O=C(Nc1ccc(F)cc1)N[C@H]1CC[C@@H](CC(=O)N2CCOCC2)O[C@H]1CO
 : 3	-1	6	3.1	0.6	0.4	11	-1
19. C[C@@H]1CN([C@H](C)CO)C(=O)CCCn2nncc2CO[C@@H]1CN(C)C(=O)Nc1ccc2c(c1)OCO2
 : -12&2	7&5	-9&-3	2.5&-0.5	-0.1&0.0	0.1&0.0	-3&3	1&1
20. CCCC1(c2ccccc2)NC(=O)N(CC(=O)Nc2cc(C)on2)C1=O (stereo not given)
 : -5	-12	nt	-3.1	nt	0.0	-6	2
21. C#CCOc1ccc(/C=C2/C(=O)N(c3cccc(C(=O)O)c3)N=C2C)cc1OC
 : -6	nt	5	-3.7	nt	0.2	1	34
22. COc1cccc(C(=O)NNc2nc(C)cc(C)n2)c1
 : nt	0	-9	nt	0.2	0.1	nt	nt
23. O=c1[nH]c2ccc(Cl)cc2c(-c2ccccc2)c1N1CCOCC1
 : 40	-4	1	-5.0	0.1	-0.1	17	0
24. Cc1ccc(S(=O)(=O)Nc2ccc3c(c2)CC(=O)N([C@H](C)CO)C[C@@H](C)[C@@H](CN(C)CC2CC2)O3)cc1
 : 8	5	-8	1.7	1.1	-0.6	-3	-2
25. Cn1c(=O)c(=O)n(C)c2cc(N3CCOCC3)c(NS(=O)(=O)c3ccc(Br)cc3)cc21
 : -2	9	-7	0.0	nt	0.0	0	8
26. C=CCNC(=O)COc1ccc(N(C)S(=O)(=O)c2ccc(NC(C)=O)cc2)cc1
 : -17	-6	-1	-0.4	1.2	0.2	-7	0
27. COc1ccc(Cl)cc1C(=O)NNC(=O)C1COc2ccccc2O1 (stereo not given)
 : -5	17	-2	-0.1	3.7	0.3	3	-2
28. Cc1noc(C)c1NC(=O)Nc1ccc2c(c1)C(=O)N([C@H](C)CO)C[C@@H](C)[C@H](CN(C)C(=O)Nc1ccc(F)cc1)OCCCC[C@@H](C)O2
 : 9	-5	2	2.2	0.0	-0.2	4	-1
29. COc1ccc2c3c(n(C)c2c1)[C@@H](CO)N(C(=O)Nc1ccc(F)cc1)CC31CN(C(=O)c2cccnc2)C1
 : -20	-16	nt	-1.6	-0.1	0.2	-6	-1
30. Cc1nn(CC(=O)N(C)C)c(=O)c2ccccc12
 : -20	25	-6	nt	nt	nt	nt	-1

Some of these compounds in order of number of heavy atoms, smallest number first:
Each structure is followed by: RAD52 inh	GSIS activator	RAD54 branch	F508del corr	E-sel inducer	XiGFP reactiv	DENV2 CPE	CASP6 VEID inh
20. CCCC1(c2ccccc2)NC(=O)N(CC(=O)Nc2cc(C)on2)C1=O (stereo not given)
 : -5	-12	nt	-3.1	nt	0.0	-6	2
29. COc1ccc2c3c(n(C)c2c1)[C@@H](CO)N(C(=O)Nc1ccc(F)cc1)CC31CN(C(=O)c2cccnc2)C1
 : -20	-16	nt	-1.6	-0.1	0.2	-6	-1
28. Cc1noc(C)c1NC(=O)Nc1ccc2c(c1)C(=O)N([C@H](C)CO)C[C@@H](C)[C@H](CN(C)C(=O)Nc1ccc(F)cc1)OCCCC[C@@H](C)O2
 : 9	-5	2	2.2	0.0	-0.2	4	-1

Remaining list, next part:
Each structure is followed by: RAD52 inh	GSIS activator	RAD54 branch	F508del corr	E-sel inducer	XiGFP reactiv	DENV2 CPE	CASP6 VEID inh
31. COc1ccc(C(=O)Nc2cc(C)nn2-c2nc3ccccc3[nH]2)c(OC)c1
 : -19	12	nt	-4.4	0.6	0.3	1	0
32. CC12C(=O)N(c3ccccc3)C(=O)C1C(c1ccccc1)N1CCCN12 (stereo not given)
 : 3	8	-23	1.4	-0.7	0.0	2	-1
33. O=C(CCC(=O)N1CCN(S(=O)(=O)c2ccc(Cl)cc2)CC1)Nc1cccc(Br)c1
 : -16	-16	9	0.7	nt	0.0	-6	-1
34. Clc1ccc(-n2cnc3c(Cl)ncnc32)cc1Cl
 : -5	-13	nt	-4.8	-0.8	0.1	4	2
35. O=C(C[C@H]1CC[C@H]2[C@@H](COC[C@@H](O)CN2S(=O)(=O)c2cccc(Cl)c2)O1)NC1CCC1
 : 33	4	-9	0.8	0.2	0.1	3	1
36. C[C@@H]1CN([C@@H](C)CO)C(=O)c2cc(C#CC3CCCC3)cnc2O[C@H]1CN(C)C(=O)C1CC1
 : -22	4	10	-3.9	-0.4	-0.3	28*	0
37. CC(C)NC(=O)NCC[C@H]1CC[C@@H](NS(=O)(=O)c2ccc(-c3ccccc3)cc2)[C@@H](CO)O1
 : 11	-5	-11	0.3	-0.1	0.0	3	2
38. C[C@@H]1CN([C@H](C)CO)C(=O)c2cc(NC(=O)Nc3ccccc3)ccc2O[C@@H]1CN(C)Cc1ccccc1
 : 12	1	-20	1.0	1.0	0.3	-8	5
39. Cc1ccc(S(=O)(=O)NC(=O)Nc2ccc(Cl)cn2)cc1
 : -10	24	-4	0.1	nt	nt	17	-5
40. Oc1ccc(-c2nccc(-c3ccc(F)cc3)n2)cc1
 : -35	11	3	0.1	nt	0.1	-2	-2
41. COCCOC(=O)c1[nH]c2c(c1C)C(=O)CC(c1cc(OC)c(OC)c(OC)c1)C2 (stereo not given)
 : -11	-8	nt	-1.7	0.1	0.2	-4	5
42. CN1C(=O)c2cc(NC(=O)c3ccc(F)c(F)c3)ccc2OC[C@H]2O[C@@H](CC(=O)N[C@H]3CCN(Cc4ccccc4)C3)CC[C@@H]21
 : 23	2	-4	nt	0.1	0.1	15	-1
43. CCn1c(=O)c(C(=O)NC(C)c2ccccc2)c(O)c2ccccc21 (stereo not given)
 : 8	nt	-1	-4.5	0.0	0.0	-7	-1
44. C[C@H](NC(=O)c1nc[nH]c1C(=O)N[C@@H](C)C(=O)OC(C)(C)C)C(=O)OC(C)(C)C
 : -15	nt	-3	0.6	1.0	0.0	-14	0
45. C[C@H]1CN([C@@H](C)CO)C(=O)CCCn2nncc2CO[C@H]1CN(C)S(=O)(=O)c1cccc(C#N)c1
 : -9&13	25&-10	-4&5	0.9&2.6	4.1	0.3&0.0	?	2&-1
46. C[C@H](CO)N1C[C@H](C)[C@@H](CN(C)C(=O)NC2CCCCC2)Oc2ccc(NC(=O)Nc3ccc(C(F)(F)F)cc3)cc2C1=O
 : 11&3	-24	-1&8	-0.6&-4.4	?	-0.8&0.0	-8&-1	0&6
47. O=C(c1cc(-c2ccncc2)nc2ccccc12)N1CCN(c2ncccn2)CC1
 : -12	nt	nt	-5.8	nt	0.0	-4	1
48. C[C@H]1CN([C@@H](C)CO)C(=O)c2cc(NS(=O)(=O)c3ccc(F)cc3)ccc2O[C@@H]1CN(C)Cc1ccc(Oc2ccccc2)cc1
 : -33	-21	-18	-0.2	0.1	1.2	-4	6
49. COCCNC(=O)c1sc2ncn(CC(=O)Nc3ccc(C)c(Cl)c3)c(=O)c2c1C
 : 2	-8	nt	4.0	0.1	0.7	-5	-1
50. O=C(NCCCc1ccncc1)C1CCC(=O)N(CCc2cccc(F)c2)C1 (stereo not given)
 : -3	-6	-7	0.8	nt	0.0	?	-5
51. CCN(CC)CCOC(=O)c1ccc(NC(=O)c2cn(-c3ccccc3)nc2-c2cccs2)cc1
 : -27	-13	nt	-3.0	nt	0.0	15	-4
52. CC(C)(C)NC(=O)c1cc(-c2ccc3c(c2)OCO3)nc2ccccc12
 : -7	71	-9	-1.9	nt	0.2	-3	0
53. CO[C@@H]1CN(C)C(=O)c2ccc(NC(=O)c3cccc(F)c3)cc2OC[C@H](C)NC[C@H]1C
 : -5	5	12	1.4	0.1	0.4	17	0
54. Cc1ccc(N2C(=O)N(CC(=O)NCc3ccccc3Cl)C(=O)C2C)cc1 (stereo not given)
 : -20	-13	0	-2.5	-0.3	0.0	11	3

Screens: PubChem, Broad Institute
